EphB4 ephrin blk – blocks human EphB4 binding to ephrin-B2 | P54760 | EphB4 LBD / TNYL-RAW-Alexa532 peptide, fluorescence polarization | inhibition, % at 7 µM | 97,000 tested, 0.15% active | AID 720;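 active = inhibition above the screen-wide mean inhibition plus 3 SD, cut at about 15% in these data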;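 note: 0% = DMSO wells and 100% = excess unlabeled TNYL-RAW peptide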
MT1-MMP txn act – MT1-MMP promoter transcription activation | HT1080 MT1-MMP promoter luciferase reporter, luminescence, overnight; active compounds read high | activation factor at 10 µM | 86,000 tested, 0.16% active | AID 750;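 active = activation factor of at least 2 for MT1-MMP transcription at 10 µM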
PLK1 PBD inh – inhibitors of human Plk1 polo box domain binding; Plk1 PBD phosphopeptide binding, fluorescence polarization; 97,000 tested, 0.13% active; AID 693; inhibition, %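 (tested at about 20 µM)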; in the data active = inhibition above about 34%, passing the limit was not always enough
FAK inh – inhibitors of human focal adhesion kinase; Q05397; biochemical FAK kinase activity assay; inhibition, %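 (tested at 7 µM)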; 97,000 tested, 0.84% active; AID 727; in the data active = inhibition above about 19%;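 note: 0% = DMSO and 100% = reference compound high control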
S1P2 blocker – antagonists of human S1P2 receptor | O95136 | cell-based S1P2 antagonist assay, inhibition at 5 uM | inhibition, % at 5 µM | 97,000 tested, 0.21% active; in the data active = inhibition above about 45%;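 note: CRE beta-lactamase reporter cells expressing human S1P2 stimulated with S1P; 0% = agonist at EC80 alone and 100% = agonist plus reference antagonist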
Target sequence (O95136 whole entry, looked up): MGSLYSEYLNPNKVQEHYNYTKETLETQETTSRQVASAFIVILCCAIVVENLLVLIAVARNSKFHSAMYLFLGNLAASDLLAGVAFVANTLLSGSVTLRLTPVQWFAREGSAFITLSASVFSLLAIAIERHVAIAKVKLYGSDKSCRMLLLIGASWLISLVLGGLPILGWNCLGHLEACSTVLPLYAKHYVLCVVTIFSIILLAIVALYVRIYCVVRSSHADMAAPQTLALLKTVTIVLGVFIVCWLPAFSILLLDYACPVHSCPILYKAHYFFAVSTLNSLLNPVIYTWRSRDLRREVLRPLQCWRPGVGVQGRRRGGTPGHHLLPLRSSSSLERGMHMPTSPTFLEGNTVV
PLK1 inh – inhibitors of human PLK1 kinase | 97,000 tested, 0.53% active | AID 619 | recombinant PLK1 kinase, TR-FRET peptide phosphorylation | inhibition, % at 10 µM | P53350;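 active = inhibition of 50% or more in the single-concentration screen; inactive = inhibition below 50%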;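 note: 0% = DMSO max control and 100% = H-89 dihydrochloride min control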
PLAP act – activators of human placental alkaline phosphatase. 96,000 tested, 1.2% active. purified PLAP enzyme, luminescent substrate read-out; active compounds read high. activation fold at 20 µM. P05187; in the data active = activation fold above about 2
Target sequence (P05187 whole entry, looked up): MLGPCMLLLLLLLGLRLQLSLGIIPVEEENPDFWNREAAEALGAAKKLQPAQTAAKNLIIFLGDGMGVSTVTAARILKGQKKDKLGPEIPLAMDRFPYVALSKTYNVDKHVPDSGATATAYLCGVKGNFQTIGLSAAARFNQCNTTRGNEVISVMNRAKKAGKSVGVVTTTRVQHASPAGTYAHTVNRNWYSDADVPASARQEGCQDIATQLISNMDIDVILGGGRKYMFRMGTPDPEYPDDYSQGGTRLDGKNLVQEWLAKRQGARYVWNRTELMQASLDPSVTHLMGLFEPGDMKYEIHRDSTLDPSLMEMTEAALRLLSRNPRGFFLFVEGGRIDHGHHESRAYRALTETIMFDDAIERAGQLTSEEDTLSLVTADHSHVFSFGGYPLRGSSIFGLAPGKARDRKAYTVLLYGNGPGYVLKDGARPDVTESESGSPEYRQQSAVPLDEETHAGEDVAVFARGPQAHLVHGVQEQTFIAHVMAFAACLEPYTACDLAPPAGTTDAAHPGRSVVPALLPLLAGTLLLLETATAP
HIV Rev-RRE inh – disrupts HIV-1 Rev binding to RRE RNA. P05866. Rev peptide-RRE RNA binding, FRET. inhibition, % at 8 µM. 97,000 tested, 0.79% active. AID 704;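 active = inhibition above the screen-wide mean plus 3 SD, cut at about 35% in these data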;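 note: 0% = median DMSO wells and 100% = median Neomycin B control wells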
Target sequence (P05866 whole entry, looked up): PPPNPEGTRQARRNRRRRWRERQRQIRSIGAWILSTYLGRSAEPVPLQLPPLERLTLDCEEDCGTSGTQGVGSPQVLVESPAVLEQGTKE
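Test system: labelled RRE RNA duplex and labelled Rev peptide. Times: 5 min compound–RNA preincubation, then 15 min with peptide, 25 °C. Doses: single-dose 8 µM. Measured by: FRET, excitation 480 nm, emission 540 nm donor and 671 nm acceptor. Measure: % inhibition of FRET ratio versus controls.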
S1P2 ag – activates the human S1P2 receptor. activation, % at 4.5 µM. 97,000 tested, 0.46% active. O95136. S1P2-expressing cell line, agonist reporter read-out; in the data active = activation above about 16%;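 note: 0% = vehicle low control and 100% = maximal reference agonist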
* hit, by the source's call; / = no result given.

Each structure is followed by: EphB4 ephrin blk	MT1-MMP txn act	PLK1 PBD inh	FAK inh	S1P2 blocker	PLK1 inh	PLAP act	HIV Rev-RRE inh	S1P2 ag
- OC(CSc1c(Cl)cccc1Cl)CN1CCN(c2ccc(F)cc2)CC1 (stereo unspecified)
    -1	/	7	2	-5	-9	1.4	6	-4
- O=C(CSc1nnc(-c2ccc(Br)o2)n1Cc1ccccc1)c1ccccc1F
    -3	1.1	-21	0	-92	-9	1	0	-1
- CCOCCOCCC(C(=O)OCC)P(=O)(c1ccccc1)c1ccccc1 (stereo unspecified)
    -1	1.1	1	0	-13	-7	1.1	1	-3
- CC(=C/C(=O)O)/C=C/c1cccs1
    2	1.1	-4	-4	-10	-5	0.8	10	-6
- O=C(CN1CCN(S(=O)(=O)c2ccc(F)cc2)CC1)Nc1cccc(C(F)(F)F)c1
    -1	1	-4	-2	-7	-17	1.3	4	-3
- CCCCOc1ccc(CN(C)c2ncnc(N)n2)cc1
    -6	1.2	-12	1	-26	-8	/	9	-5
- Cc1nc(NCC2CCCO2)nc2c1C(=O)CC(C)C2 (stereo unspecified)
    1	1.3	11	1	-18	-14	0.9	0	-4
- O=C1COc2ccc(OCc3ccc(F)cc3)cc21
    -9	1.3	-1	0	1	-7	1	5	-7
- COc1ccc(C(C[N+](=O)[O-])c2c(-c3ccccc3)cc3ccccn23)cc1OC (stereo unspecified)
    3	1.4	-25	0	21	-10	1.1	2	-3
- Cc1noc(COc2ccc(OCc3nc(C)no3)cc2)n1
    -1	/	18	-4	14	-7	1	3	-4
- Cc1ccc(NC(=O)CN(C)S(=O)(=O)c2cccs2)cc1C
    2	/	-11	0	6	3	0.6	0	-7
- COc1ccc(S(=O)(=O)N2CCC(C(=O)NCc3ccccn3)CC2)cc1Cl
    3	1.1	-13	-2	6	-9	1.5	12	-4
- CN(C)Cc1cnc2ccc(Cl)cn12
    -12	/	-38	-6	8	-12	1	3	-6
- Cc1nn2c(N3CCN(C4CCCC4)CC3)cc(C(C)(C)C)nc2c1-c1ccccc1
    5	1	-24	-1	5	-7	1.6	8	-7
- COc1ccc(S(=O)(=O)N(C)CC(=O)NC2CC2)cc1
    0	0.9	-5	-2	16	-7	0.9	6	-2
- COc1ccc(N/C(=N\c2nc(C)cc(C)n2)NC(=O)C(C)C)cc1OC
    0	1.1	14	6	9	-3	1.4	1	-4
- COc1cccc(-c2nc(Cc3ccc(OC)c(OC)c3)no2)c1
    -1	1.3	-10	1	3	-9	1.5	6	-3
- CSC1=NCCN1C(=O)c1c(F)cccc1F
    2	1.2	-17	-2	7	-11	0.9	8	-12
- CC(=O)Oc1ccc(C(=O)Nc2ccc3c(c2)C(=O)N(CCC(=O)O)C3=O)cc1
    1	1.2	-5	0	-6	-8	1.1	2	-4
- CCOC(=O)c1c(-c2ccc(C)o2)csc1NC(=O)CN(C)CC(=O)Nc1ccc(C)cc1
    2	/	2	-6	-18	11	2.2*	5	-2
- O=C(CCC1CC(=O)Nc2ccccc21)NCc1ccc(F)cc1 (stereo unspecified)
    3	1.2	-12	7	13	-7	0.9	4	-5
- CCCC(c1nnnn1CCc1ccccc1)N1CCC(C(N)=O)CC1 (stereo unspecified)
    2	1.2	2	0	0	-9	/	3	-3
- CCOC(=O)C1C2C=CC3(CN(Cc4ccco4)C(=O)C13)O2 (stereo unspecified)
    5	1.1	-11	3	22	-11	/	2	-6
- Cc1ccc(Sc2ccc(N)cc2C#N)cc1
    7	/	0	-5	-3	-9	/	3	-2
- Cc1nc2oc3ccccc3c(=O)c2c(=O)n1Cc1ccccc1
    2	1.1	25	7	8	-5	0.8	-1	-2
- Nn1c(COc2cccc(Br)c2)nnc1SCC(=O)N1CCc2ccccc2C1
    1	1.1	4	-2	-2	-2	1.6	8	-7
- COc1ccc(OCC(=O)N2CCN(C(=O)c3cccc4ccccc34)CC2)cc1
    -3	1	25	1	-3	-15	1.4	2	2
- O=C(c1ccc2ccccc2c1)c1c[nH]cc1-c1ccccc1
    -2	1	12	1	-20	-8	/	7	-6
- CCc1ccc(CCC(=O)Nc2sc(C)c(C)c2C(=O)OC)o1
    6	1	-30	-1	-24	-9	0.9	-4	-7
- Cc1ccc(S(=O)(=O)N2CCCN(S(=O)(=O)c3ccc(C)c(C)c3)CC2)cc1C
    -5	/	-23	2	-2	-12	0.8	6	1
- Cc1ccccc1OCC(=O)O/N=C(\N)Cc1cccs1
    -5	/	-2	-1	3	-1	/	1	-7
- COc1ccc(C=C(c2ccc(OC)cc2)c2ccc(OC)cc2)cc1
    1	1.1	-9	-1	-9	-7	0.9	6	-8
- Nc1nnc(-c2cc3ccccc3oc2=O)s1
    -1	1.8	6	-4	7	-8	1	7	-8
- CC(C)Sc1oc(-c2ccco2)nc1S(=O)(=O)c1ccccc1
    5	1.1	-9	1	1	-5	/	12	-9
- CC1CCC(NC(=O)Cn2ncc3ccccc32)CC1 (stereo unspecified)
    2	1.6	16	6	19	-7	0.9	6	-5
- O=C(NCc1ccccc1Cl)C1CCN(S(=O)(=O)N2CCCCCC2)CC1
    -3	1.1	22	0	-8	5	0.9	6	0
- CCOC(=O)CSC(CC)C(=O)Nc1nnc(CC)s1 (stereo unspecified)
    1	1.1	-11	2	-21	0	1.1	0	-6
- COc1ccc(S(=O)(=O)N2CCCCC2)cc1C(C)C
    -11	/	-3	2	-18	-12	0.8	14	1
- O=S(=O)(Nc1ccccc1Cl)c1ccc(F)cc1
    -2	1.2	27	-3	3	-16	1	0	-1
- CC(C)Sc1nc2c(c(=O)n1-c1ccc(F)cc1)SCC2
    -11	1.1	18	-3	-20	-16	0.9	-2	-3
- Cc1ccc(CNC(=O)CCCOc2cc(=O)n(C)c3ccccc23)o1
    -1	1.3	-13	-4	4	-9	1	1	-8
- CCCc1sc(N/N=C/c2ccccn2)nc1-c1ccc(F)cc1
    3	/	-10	0	-5	-8	/	1	-3
- CCc1cccc(NC(=O)CS(=O)Cc2nc(-c3ccc(C)cc3)oc2C)c1 (stereo unspecified)
    2	1.1	1	-1	10	-4	1.7	12	-2
- COc1ccc(C2CC(C(F)(F)F)n3nc(C(=O)O)cc3N2)cc1OC (stereo unspecified)
    -1	/	24	-1	24	0	1.1	2	1
- Cc1c(NC(=O)C(C)OC(=O)[C@@H](NC(=O)c2ccccc2)C(C)C)c(=O)n(-c2ccccc2)n1C (stereo partly specified)
    -1	1.1	-32	1	24	-7	1.1	8	-10
- O=C(CN(Cc1ccccc1)C(=O)c1ccco1)NCc1ccc(F)cc1
    -4	1.2	-1	-2	14	-10	0.9	1	-8
- COCCCN(C(C)=O)c1nc(-c2ccc(OC)cc2)cs1
    -8	1.5	38	-1	-17	-11	1.5	11	-2
- COC(=O)c1ccc(NC(=O)CSc2nnnn2C2CCCCC2)cc1
    -12	1.2	-24	1	-8	-15	/	4	-7
- O=C(CCCN1C(=O)c2cccc3cccc(c23)C1=O)N1CCN(Cc2ccc3c(c2)OCO3)CC1
    -1	/	-16	-1	13	-1	1.6	4	-8
- CCOC(=O)c1cc2ccc(OC(=O)c3ccco3)cc2oc1=O
    -1	1.1	-23	-1	-243	-18	0.9	7	150*
- CC1(C)N=C(c2ccccn2)C(C)(C)N1O
    -1	1	-13	0	-2	-9	1.2	0	-2
- CCOC(=O)c1c(C)[nH]c(C)c1C(=O)COC(=O)c1ccc(Cl)c(S(=O)(=O)NCc2ccccc2)c1
    -1	/	-22	0	-51	-14	1.4	9	-4
- CCOC(=O)C1=C(N)OC2=C(C(=O)CC(C)(C)C2)C1c1ccco1 (stereo unspecified)
    0	1.1	12	3	-10	-14	0.9	7	1
- COC(=O)c1c(C)oc2ccc(OC(=O)N3CCOCC3)cc12
    3	1	-22	-3	15	-8	1.2	1	-6
- Cc1ccccc1Cn1ccc(NC(=O)c2cnn3cccnc23)n1
    5	1	6	6	2	33	1.1	1	-2
- CCC(CC)C(=O)Nc1cccc(-c2nc3ccccc3o2)c1
    -6	1	-13	6	8	1	0.9	-6	-3
- O=C(COC(=O)c1ccccc1C(=O)c1ccc(Cl)c([N+](=O)[O-])c1)NC1CCCCCC1
    9	/	-6	0	59*	-10	1.4	8	3
- CCCOc1ccc2oc(=O)c3c(c2c1)CCCN3C(=O)CN1CCCC(C(=O)OCC)C1 (stereo unspecified)
    8	1.1	-11	4	17	-12	1.2	2	-1
- c1ccc2sc(SCc3ccc(-c4nnco4)cc3)nc2c1
    2	/	11	3	10	3	1.2	10	-7
- O=C(Cc1ccccc1)Nc1c(C(=O)N2CCOCC2)cnn1-c1ccccc1
    -3	1.1	-1	-1	-6	-6	0.8	1	-7

Later entries.
Each structure is followed by: EphB4 ephrin blk	MT1-MMP txn act	PLK1 PBD inh	FAK inh	S1P2 blocker	PLK1 inh	PLAP act	HIV Rev-RRE inh	S1P2 ag
- COc1ccc(C(=O)NC(C(=O)NCc2ccccn2)C(C)C)cc1 (stereo unspecified)
    -4	1.1	29	-6	15	6	0.9	-3	0
- CN(C)c1ccc(NC(=O)CSCc2nc3c(nnn3Cc3ccc(F)cc3)c(=O)[nH]2)cc1
    -1	1.1	-7	-2	4	-9	1.7	-1	-2
- CCC(C)NC(=O)/C(=C/c1ccco1)c1ccccc1 (stereo unspecified)
    4	/	-17	-7	3	-7	1.1	5	0
- COc1ccccc1NC(=O)CN1CCN(CC(=O)Nc2cc(NC(C)=O)ccc2OC)CC1
    -6	1	-24	-3	16	-3	1.4	-1	-4

Grouped by structure, the entries above containing a nitro group on carbon.
Each structure is followed by: EphB4 ephrin blk	MT1-MMP txn act	PLK1 PBD inh	FAK inh	S1P2 blocker	PLK1 inh	PLAP act	HIV Rev-RRE inh	S1P2 ag
- COc1ccc(C(C[N+](=O)[O-])c2c(-c3ccccc3)cc3ccccn23)cc1OC (stereo unspecified)
    3	1.4	-25	0	21	-10	1.1	2	-3
- O=C(COC(=O)c1ccccc1C(=O)c1ccc(Cl)c([N+](=O)[O-])c1)NC1CCCCCC1
    9	/	-6	0	59*	-10	1.4	8	3

Arranged by length of the SMILES (high to low): 3 of the compounds above.
Each structure is followed by: EphB4 ephrin blk	MT1-MMP txn act	PLK1 PBD inh	FAK inh	S1P2 blocker	PLK1 inh	PLAP act	HIV Rev-RRE inh	S1P2 ag
- CN(C)c1ccc(NC(=O)CSCc2nc3c(nnn3Cc3ccc(F)cc3)c(=O)[nH]2)cc1
    -1	1.1	-7	-2	4	-9	1.7	-1	-2
- Cc1nc2oc3ccccc3c(=O)c2c(=O)n1Cc1ccccc1
    2	1.1	25	7	8	-5	0.8	-1	-2
- Cc1nc(NCC2CCCO2)nc2c1C(=O)CC(C)C2 (stereo unspecified)
    1	1.3	11	1	-18	-14	0.9	0	-4
